Source: PubChem BioAssay
hgDAF-12 ag: agonists of H. glycines DAF-12 nuclear receptor. activation, % at 6.8 µM. HEK293 GAL4-hgDAF12 UAS-luciferase reporter, agonist luminescence; normalized to butyrate control. actives 1.8% (n = 370,000). AID 687014;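 active means activation above a cutoff set at the mean of all screened compounds plus 3 SD, cut at about 10% in these data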;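 further: 0% = DMSO wells and 100% = sodium butyrate wells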
ADAM17 inh: inhibitors of human ADAM17 | P78536 | recombinant ADAM17, EDANS/DABCYL FRET peptide cleavage | inhibition, % at 6.95 µM | actives 0.83% (n = 370,000) | AID 720648;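 active means inhibition above the mean of compounds lying between control limits plus 3 SD, set per campaign, cut at about 8.5% in these data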;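 further: 0% = DMSO-only wells as the low control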
ssDAF-12 act: activators of S. stercoralis DAF-12 nuclear receptor | activation, % at 6.8 µM | AID 652126 | HEK293 ssDAF-12/GRIP1 lit1-tk-luc reporter, luminescence; % of 3 µM dafachronic acid response | actives 1% (n = 370,000);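 active means activation above the mean over all tested compounds plus 3 SD, cut at about 0.9% in these data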;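 further: 0% = DMSO-only wells and 100% = 3 µM delta7-dafachronic acid wells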
PLC-beta3 inh: blocks human PLC-beta3 enzyme activity; Q01970; inhibition, % at 12.2 µM; actives 0.18% (n = 370,000); Purified PLC-beta3, fluorogenic substrate, fluorescence; in the data active means inhibition above about 11%;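 further: 0% = median of compound wells on plate and 100% = full blocker control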
Target sequence (Q01970 whole entry, looked up): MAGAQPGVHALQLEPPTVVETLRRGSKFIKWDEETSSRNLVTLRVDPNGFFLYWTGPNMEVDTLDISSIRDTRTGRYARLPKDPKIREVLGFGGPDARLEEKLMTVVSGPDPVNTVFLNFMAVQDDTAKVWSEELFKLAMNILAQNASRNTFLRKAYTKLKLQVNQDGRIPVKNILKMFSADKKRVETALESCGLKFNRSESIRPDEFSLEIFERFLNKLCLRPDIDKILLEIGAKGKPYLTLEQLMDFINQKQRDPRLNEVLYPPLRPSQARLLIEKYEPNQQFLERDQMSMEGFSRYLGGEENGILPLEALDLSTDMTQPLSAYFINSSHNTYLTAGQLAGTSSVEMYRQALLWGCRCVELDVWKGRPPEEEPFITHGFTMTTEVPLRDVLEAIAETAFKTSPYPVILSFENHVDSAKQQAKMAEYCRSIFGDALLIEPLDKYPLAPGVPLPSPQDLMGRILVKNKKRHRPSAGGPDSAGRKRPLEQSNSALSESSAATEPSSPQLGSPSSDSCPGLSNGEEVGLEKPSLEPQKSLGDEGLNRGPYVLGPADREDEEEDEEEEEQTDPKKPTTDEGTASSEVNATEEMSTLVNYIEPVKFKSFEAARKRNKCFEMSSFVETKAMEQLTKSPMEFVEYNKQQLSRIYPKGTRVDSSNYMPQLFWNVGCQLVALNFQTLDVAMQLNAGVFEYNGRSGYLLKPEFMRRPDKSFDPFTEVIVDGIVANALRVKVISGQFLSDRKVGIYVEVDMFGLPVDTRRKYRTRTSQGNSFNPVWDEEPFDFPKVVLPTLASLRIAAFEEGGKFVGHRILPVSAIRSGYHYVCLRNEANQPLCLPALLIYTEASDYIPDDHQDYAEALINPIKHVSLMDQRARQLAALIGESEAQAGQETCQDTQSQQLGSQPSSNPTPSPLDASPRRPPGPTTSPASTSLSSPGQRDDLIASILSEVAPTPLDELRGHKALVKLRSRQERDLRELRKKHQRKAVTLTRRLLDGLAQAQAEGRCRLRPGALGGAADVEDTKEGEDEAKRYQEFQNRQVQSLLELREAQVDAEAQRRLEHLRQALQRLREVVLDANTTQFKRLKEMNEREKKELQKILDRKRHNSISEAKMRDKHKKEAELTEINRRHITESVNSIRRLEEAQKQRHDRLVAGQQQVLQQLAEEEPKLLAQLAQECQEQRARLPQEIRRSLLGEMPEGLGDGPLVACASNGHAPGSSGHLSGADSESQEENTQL
DAX1 inh-1: blocks DAX1 repression of SF-1 activated StAR promoter | HEK293T StAR-luciferase reporter, SF-1/DAX-1 repression relief | inhibition, % at 6.8 µM | actives 1.1% (n = 370,000) | AID 652010;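 active means inhibition above the mean over all tested compounds plus 3 SD, cut at about 3.6% in these data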;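 further: 0% = DAX-1 cells with DMSO and 100% = cells lacking DAX-1 with DMSO; higher inhibition means more luminescence from relief of DAX-1 repression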
hcDAF-12 act: activates DAF-12 receptor from parasite H. contortus. actives 1.4% (n = 370,000). activation, % at 6.8 µM. AID 652067. HEK293 hcDAF-12 lit1-tk-luc reporter, luminescence; 0% DMSO, 100% Δ7-dafachronic acid;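 active means activation above the mean of all tested compounds plus 3 SD, cut at about 5.5% in these data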;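 further: 100% = response to 3 µM Δ7-dafachronic acid high control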
MBD2 DNA inh: MBD2-methylated oligo binding inhibition. TR-FRET, MBD2 binding to methylated oligonucleotide. Q9UBB5. inhibition, % at 4.4 µM. actives 0.31% (n = 370,000). AID 686964; in the data active means inhibition above about 13%
DAX1 inh-2: inhibits human nuclear receptor DAX1 | P51843 | HEK293 Gal4-DAX1 luciferase reporter, luminescence | inhibition, % at 6.75 µM | actives 0.99% (n = 340,000) | AID 504766;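 active means inhibition above the mean over all tested compounds plus 3 SD, cut at about 4.2% in these data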;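 further: 0% = DAX1-transfected cells with DMSO and 100% = empty-vector control cells with DMSO; inhibition shows as a rise in luminescence from relieved DAX1 repression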
SMARCA2 act: increases SMARCA2 function in MMTV reporter cells; MG213 cells, MMTV-luciferase reporter, dexamethasone, overnight; activation, % at 9.1 µM; actives 1% (n = 370,000); AID 652017; in the data active means activation above about 7.8%;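 further: 0% = vehicle wells and 100% = reference activator wells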
NR1D1 modulator: modulates human Rev-erb alpha binding to DNA; actives 0.79% (n = 370,000); activity, % at 10 µM; P20393; Rev-erbα–FITC-DNA binding, fluorescence polarization, 90 min;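 active means activity above about 14%, limit read from the data; passing the limit was not always enough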;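 further: 0% = DMSO wells with 35 nM protein and 100% = DMSO wells with 750 nM protein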
PLC-gamma1 inh: blocks human PLC-gamma1 enzyme activity; purified PLC-gamma1, fluorogenic substrate, fluorescence; P19174; actives 0.84% (n = 370,000); inhibition, % at 12.2 µM; in the data active means inhibition above about 9.5%
The depositor's hits bear a star; i = inactive; nt = no result given.

SMILES | hgDAF-12 ag | ADAM17 inh | ssDAF-12 act | PLC-beta3 inh | DAX1 inh-1 | hcDAF-12 act | MBD2 DNA inh | DAX1 inh-2 | SMARCA2 act | NR1D1 modulator | PLC-gamma1 inh
CCCCN(C(=S)Nc1ccc(F)cc1)c1c(N)n(CCC)c(=O)[nH]c1=O | 2.9 | -5 | -2.2 | -9 | -0.2 | -0.7 | 0 | 0.7 | -1 | -1 | -2
Cc1cc(C)c(S(=O)(=O)N2CCN(S(=O)(=O)N3CCC(C)CC3)CC2)c(C)c1 | 1.0 | -1 | -0.8 | 0 | 0.2 | -0.8 | 1 | 0.3 | -2 | -6 | 1
Cc1ccc(C(=O)Nc2ccc(C(=O)O)cc2NC(=O)c2ccc(C)cc2)cc1 | -1.6 | -2 | -0.8 | -7 | -0.1 | -2.0 | 2 | -0.5 | 3 | 4 | 0
CC(OC(=O)c1nc(Cl)ccc1Cl)C(=O)Nc1ccc2c(c1)OCCO2 (stereo not drawn) | -0.9 | -2 | 0.2 | -2 | 0.5 | 1.3 | 3 | 0.7 | -1 | 2 | 3
CCCCN(C(=O)c1ccc(C)c(S(=O)(=O)N2CCOCC2)c1)c1c(N)n(CCCC)c(=O)[nH]c1=O | -0.1 | -6 | -1.2 | -5 | 0.4 | 1.7 | 2 | -0.4 | -3 | 1 | -1
COc1ccc(NC(=O)CN(C)C(=O)c2cc(C)oc2C)cc1 | -1.4 | -3 | -0.6 | 2 | -0.5 | 1.6 | -3 | -0.3 | 1 | 2 | 1
COc1cccc(C(=O)CN(C(=O)c2ccc(Cl)c(Cl)c2)N2C(=O)C3CCCCC3C2=O)c1 (stereo not drawn) | 1.6 | -4 | -1.0 | -3 | -0.2 | 0.9 | 1 | -0.7 | -2 | -4 | 0
CC(=O)N1N=C(c2ccc(Br)cc2)CC1c1ccc(Br)cc1 (stereo not drawn) | 10 | 2 | -0.4 | 4 | 2.1 | 1.8 | 6 | 0.0 | 1 | -2 | -1
O=C(c1ccc(-n2cnnn2)cc1)N1CCCCC1 | -0.8 | -2 | -1.1 | 5 | 0.4 | -0.8 | 1 | 0.5 | -2 | 3 | -2
COc1ccccc1NC(=O)Cn1c(=O)sc2ccccc21 | 1.4 | -1 | -1.3 | 0 | 0.5 | -0.6 | 3 | 1.1 | -1 | -1 | 3

Single values from above.
Result for CC(=O)N1N=C(c2ccc(Br)cc2)CC1c1ccc(Br)cc1 (stereo not drawn) in NR1D1 modulator: -2
Result for Cc1cc(C)c(S(=O)(=O)N2CCN(S(=O)(=O)N3CCC(C)CC3)CC2)c(C)c1 in hcDAF-12 act: -0.8

The listing continues.
SMILES | hgDAF-12 ag | ADAM17 inh | ssDAF-12 act | PLC-beta3 inh | DAX1 inh-1 | hcDAF-12 act | MBD2 DNA inh | DAX1 inh-2 | SMARCA2 act | NR1D1 modulator | PLC-gamma1 inh
CCN(CC)c1ccc(C=Nc2ccc(C)cc2)c(O)c1 | 1.6 | 1 | -0.5 | -47 | -0.1 | -0.2 | -5 | -0.3 | 2 | 2 | -37
Cc1c(Cl)cnc(NC(=O)COC(=O)c2cccs2)c1Cl | -0.6 | -5 | -1.0 | -2 | -0.3 | 0.8 | -3 | -0.6 | -1 | -6 | -2
CC(=O)Nc1sc(N/N=C/c2ccc(O)cc2)nc1-c1ccc(C)cc1 | -1.1 | -5 | -0.8 | -17 | -0.2 | 4.6 | 2 | -1.2 | 0 | -5 | -13
Cc1cc(C)c2c(n1)sc1c(=O)n(Cc3ccc(F)cc3)cnc12 | -0.8 | 2 | -0.2 | 0 | 0.2 | -0.3 | -2 | 4.5* | -7 | -1 | 2
CCSc1nc(O)c(Cc2ccccc2)c(=O)[nH]1 | 1.0 | -4 | -1.0 | 5 | 0.9 | -1.0 | 13* | -0.4 | -1 | -1 | 1
S=C(NCc1ccccc1)NNc1nc2ccccc2[nH]1 | 3.2 | 1 | -1.1 | -5 | 0.2 | -0.5 | 3 | -0.7 | -2 | -4 | -5
Cc1ccc(S(=O)(=O)N/N=C\c2cccnc2)cc1 | 1.4 | 0 | -1.3 | 6 | -0.5 | -0.6 | -2 | -1.4 | -2 | -3 | 2
Cc1ccc(C)c(N2CCN(C(=O)c3ccc(N4CCOCC4)c([N+](=O)[O-])c3)CC2)c1 | -1.9 | 2 | -1.1 | -9 | -0.2 | -1.7 | -3 | -0.7 | -3 | 2 | 1
COc1ccc(-n2c(SCC(=O)Nc3ccc(Oc4ccccc4)cc3)nnc2-c2ccco2)cc1 | 2.0 | 2 | -1.5 | 3 | -3.2 | -2.5 | 6 | nt | -7 | -1 | 0
O=C1CCc2cc(S(=O)(=O)NCc3ccc(F)cc3)cc3c2N1CCC3 | -0.3 | 1 | -0.7 | -5 | 1.4 | 0.7 | -3 | -1.7 | -2 | -2 | 0
COc1ccccc1-c1ccc([C@@H]2C[C@H]3[C@H](CON3C)CN2S(=O)(=O)c2cc(Cl)cc(Cl)c2)cc1 | 4.2 | -2 | -0.8 | 2 | -0.1 | 1.1 | -1 | nt | 0 | 0 | 1
CC(C)C1OC2(C)OC(=N)C1(C#N)C(C#N)(C#N)C2c1ccccc1 (stereo not drawn) | 0.1 | -464 | -1.0 | i | 0.5 | 2.0 | -3 | -0.5 | -1 | -7 | -443
Cc1nc(N2N=C3/C(=C/c4ccc(F)cc4)CCCC3C2c2ccc(F)cc2)sc1C(=O)N(C)C (stereo not drawn) | -2.2 | -23 | -0.9 | i | 0.3 | -0.1 | -5 | -0.2 | -3 | 4 | i
CCC(C)C(N)C(=O)N1CCCC1C(=O)NC(C(=O)O)C(C)CC (stereo not drawn) | -3.5 | -2 | -1.1 | 1 | -0.2 | -2.3 | 7 | 0.3 | -4 | 3 | 2
CS(=O)(=O)c1ccc(-c2cnc3c(NC=O)cc(-c4ccsc4)cn23)cc1 | 9.3 | -29 | -0.1 | -118 | -2.0 | -1.5 | 3 | nt | -2 | -8 | -87
CCC(=O)N1CCc2cc(Br)cc(S(=O)(=O)N3CCCC(C(=O)O)C3)c21 (stereo not drawn) | -0.9 | -4 | -1.3 | -8 | 0.2 | 0.6 | -5 | 0.5 | 3 | -5 | 0
O=C(/C=C/c1ccco1)Nc1ccc(Cl)c(S(=O)(=O)N2CCOCC2)c1 | -4.3 | -1 | -0.7 | -3 | -1.6 | -3.0 | -1 | -3.3 | -4 | -6 | -2
Cc1ccc(S(=O)(=O)CCC(=O)N(CCCN2CCOCC2)c2nc3ccccc3s2)cc1 | 6.4 | -4 | -0.3 | 0 | 3.1 | 3.2 | -1 | 0.8 | 2 | 5 | 13*
CCCc1cc(C(=O)Nc2ccc(C#N)cc2)no1 | 0.3 | -5 | -1.3 | 0 | -0.5 | -2.6 | -2 | 0.6 | -2 | 4 | 4
CCN(CC)C(=O)N1CCc2ccccc2C1CN1C(=O)c2ccccc2C1=O (stereo not drawn) | -0.6 | -2 | -1.8 | -3 | -0.5 | -0.2 | 2 | 0.5 | 1 | -4 | 0
COc1ccc(C(=O)NNC(=O)CN2CCN(c3nc(-c4ccccc4)cs3)CC2)cc1 | 2.6 | -3 | -1.2 | 0 | 0.5 | -0.4 | 3 | -0.9 | 1 | -3 | -1
CCOC(=O)C1=C(C)NC(=O)NC1c1ccccc1 (stereo not drawn) | -1.7 | -3 | -1.3 | 0 | 0.5 | -0.7 | -1 | 1.0 | 2 | -1 | 0
CCC(=O)N1CCC1(C)C(=O)Nc1nccs1 (stereo not drawn) | -0.7 | 3 | -1.0 | 7 | 0.4 | -0.8 | -7 | nt | 0 | -3 | 8
O=C(CCN1CCCCCC1)Nc1cccc(F)c1 | -2.5 | 0 | -0.7 | 5 | 0.7 | -0.4 | -3 | 0.9 | 0 | 2 | 3
O=C(O)c1ccc2c(c1)N(Cc1ccccc1F)C(=O)c1ccccc1S2=O (stereo not drawn) | -0.3 | -2 | -0.4 | 0 | 1.2 | 0.6 | 0 | 1.1 | -1 | 3 | 0
CCN1C(=O)/C(=C2/C(=O)N3c4c(cc(OC(C)=O)cc42)C(C)=CC3(C)C)SC1=S | 3.0 | 2 | -1.2 | 1 | 0.1 | 1.9 | -6 | 1.6 | 10* | 9 | 3
Cc1cc(C)nc(NS(=O)(=O)c2ccc(N/C=C/C(=O)c3ccc(Cl)cc3)cc2)n1 | 2.0 | -1 | -0.6 | -44 | 2.5 | 1.4 | -2 | 0.1 | 2 | 1 | -39
CCCN(CC(=O)Nc1ccccc1OC)C(=O)c1ccc2ncsc2c1 | -1.4 | -4 | -0.8 | 2 | -1.0 | -1.3 | -7 | -0.9 | 1 | 3 | -1
Cc1ccccc1N1C(=O)C2CCCN2C1=S (stereo not drawn) | 2.0 | -1 | -0.9 | -2 | -1.1 | 1.8 | -1 | -0.1 | -1 | 2 | -3
CCCn1c(N)c(C(=O)CN2CCc3ccccc3C2)c(=O)n(C)c1=O | -2.5 | -1 | -1.4 | -3 | 0.7 | -1.4 | -3 | 2.4 | -1 | -3 | 5
COc1ccccc1CNC(=O)C(C)NS(=O)(=O)c1ccccc1 (stereo not drawn) | 1.6 | -5 | -1.6 | 0 | 0.3 | 1.2 | 7 | 0.3 | 2 | 3 | 1
COC(=O)C1=C(C)N(c2cc(C)cc(C)c2)/C(=C/c2ccc(O)cc2)C1=O | 0.9 | -2 | -1.3 | -6 | -0.2 | -1.3 | 5 | 1.9 | 0 | 0 | -28
O=C(Nc1ccccc1)Nc1csc2ccccc12 | 6.3 | 4 | -0.6 | -4 | 0.2 | 4.0 | 3 | nt | 3 | 9 | -1
CCN(CC)c1ccc(NC(=O)COC(=O)/C=C/c2nc3ccccc3s2)cc1 | 0.2 | 2 | -0.3 | -1 | -0.1 | 2.5 | 1 | 0.1 | 1 | -8 | 0
CC1=C(C(=O)N(C(C)C)C(C)C)CC(CC(=O)NCCCCc2ccccc2)C(=O)N1CCC1=CCCCC1 (stereo not drawn) | 3.1 | 2 | -1.5 | 1 | -0.9 | -0.7 | 1 | nt | -2 | 8 | 2
O=C(N[C@H](Cc1ccccc1)C(=O)NCc1ccc(OC(F)(F)F)cc1)[C@H]1O[C@@H](n2ccc(=O)[nH]c2=O)[C@H](O)[C@@H]1O | 0.8 | -3 | -1.0 | 4 | -0.4 | -0.6 | 4 | nt | -3 | -6 | -1
CN(C)C=C1C(=O)c2ccccc2C1=O | 5.2 | 2 | 0.3 | -8 | 1.0 | 1.6 | -7 | 1.5 | 5 | 2 | -7
CCCSc1nnc2nc(C)cc(C)n12 | 1.2 | -2 | -1.3 | 0 | 0.7 | -3.2 | 0 | 4.7* | 2 | -2 | 0
CC(NC(=O)CN(C)S(=O)(=O)c1ccc(F)cc1)C1CC2CCC1C2 (stereo not drawn) | -1.3 | -3 | -1.4 | -7 | 1.2 | -1.1 | -1 | 1.5 | -2 | 9 | 2
CN(C)C(CNc1ccc(S(C)(=O)=O)cc1[N+](=O)[O-])c1ccccc1 (stereo not drawn) | -1.1 | 0 | -1.0 | -5 | 0.3 | -1.2 | -5 | 3.5 | -3 | 9 | 0
O=C(C1CCN(S(=O)(=O)c2ccc(F)cc2)CC1)N1CC=C(c2ccccc2)CC1 | -1.0 | 0 | -1.4 | 4 | -0.2 | 0.5 | -2 | -0.2 | -3 | 6 | 0

The order is random; any-hit rate near 7.4%.
